# Screening data deposited in PubChem BioAssay by several laboratories.
# BoNT-A LC inh2: blocks Botulinum neurotoxin A light chain protease; multiplex microsphere protease substrate cleavage, flow cytometry; inhibition, % at 10 µM; 360,000 compounds, 0.17% hits; also: plate controls were buffer without enzyme for full effect and enzyme alone for no effect
# PrPC TRFRET: inhibitors of human cell surface prion protein PrPC; P04156; TR-FRET read-out; inhibition, % at 13.8 µM; 370,000 compounds, 0.43% hits; in the data active = inhibition above about 24%; also: 0% = median of the test wells and 100% = reference compound wells
# PriA SSB inh: blocks PriA binding to SSB C-terminal tail; AlphaScreen SSBct-PriA binding, biotinylated peptide; inhibition, % at 33 µM; 430,000 compounds, 0.6% hits; AID 1272365; in the data active = inhibition mostly above about 37%, no sharp cut-off; inactive = mostly below about 20%;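 also: plate controls were negative control peptide for no effect and reference peptide for full effect; strong numbers were not always called active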
# MazF activator: activators of E. coli MazEF toxin-antitoxin RNase; activation, % at 20 µM; P0AE70; FAM/BHQ RNA-DNA oligo cleavage fluorescence, 5 h; 350,000 compounds, 0.32% hits; in the data active = activation above about 50%
# Target sequence (P0AE70 whole entry, looked up): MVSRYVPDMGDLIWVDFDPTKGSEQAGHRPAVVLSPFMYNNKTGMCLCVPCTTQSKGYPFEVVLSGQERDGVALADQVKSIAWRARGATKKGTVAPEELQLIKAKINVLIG
# CCHFV vOTU inh: CCHFV vOTU protease inhibition | Pep-AMC fluorescence | inhibition, % at 11.5 µM | 370,000 compounds, 0.55% hits; in the data active = inhibition above about 30%; also: 0% = vehicle wells with enzyme and 100% = no enzyme wells
# SARS 3CLpro inh: SARS-CoV 3CLpro protease inhibition; recombinant SARS-CoV 3CLpro, quenched FRET peptide cleavage; 290,000 compounds, 0.14% hits; inhibition, % at 6 µM; P0C6X7; AID 1706; in the data active = inhibition above about 12%
# Rv3671c inh: inhibitors of M. tuberculosis serine protease Rv3671c; 320,000 compounds, 0.048% hits; inhibition, % at 5.96 µM; P9WHR9; AID 2606; in the data active = inhibition above about 38%;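 also: extracellular domain of Rv3671c used as enzyme; 0% = enzyme with DMSO and 100% = no enzyme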
# Target sequence (P9WHR9 whole entry, looked up, the tested form may be a part): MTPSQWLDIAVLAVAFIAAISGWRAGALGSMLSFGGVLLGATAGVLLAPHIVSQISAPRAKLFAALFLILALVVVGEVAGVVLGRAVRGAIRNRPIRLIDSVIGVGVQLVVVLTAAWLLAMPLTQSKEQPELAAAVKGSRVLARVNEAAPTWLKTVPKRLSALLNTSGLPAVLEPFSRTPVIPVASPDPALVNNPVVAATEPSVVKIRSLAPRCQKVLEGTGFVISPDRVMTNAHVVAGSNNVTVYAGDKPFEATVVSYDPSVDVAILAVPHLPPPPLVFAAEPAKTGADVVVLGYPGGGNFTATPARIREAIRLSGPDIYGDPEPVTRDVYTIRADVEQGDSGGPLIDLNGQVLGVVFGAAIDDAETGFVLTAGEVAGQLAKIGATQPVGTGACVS
# BoNT F protease: BoNT F light chain protease inhibition; 360,000 compounds, 0.22% hits; AID 588497; Multiplex microsphere protease cleavage assay, flow cytometry; inhibition, % at 10 µM; in the data active = inhibition above about 35%, passing the limit was not always enough; inconclusive = no clear call, values can overlap the other calls; also: plate controls were buffer without enzyme for full effect and enzyme alone for no effect
# DUSP3 inh: DUSP3 (human) phosphatase inhibition; 290,000 compounds, 0.52% hits; P51452; recombinant VHR phosphatase, pNPP absorbance; AID 1654; inhibition, % at 13.3 µM; in the data active = inhibition above about 50%; also: some compounds called inactive have numbers as strong as hits
# Target sequence (P51452 whole entry, looked up): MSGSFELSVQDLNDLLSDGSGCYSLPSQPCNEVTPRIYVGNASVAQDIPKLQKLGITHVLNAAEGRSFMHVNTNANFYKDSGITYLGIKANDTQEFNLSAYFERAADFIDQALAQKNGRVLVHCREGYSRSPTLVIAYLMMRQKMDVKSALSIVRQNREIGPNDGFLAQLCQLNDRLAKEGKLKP
# Anthrax LF inh2: anthrax lethal factor protease inhibition. inhibition, % at 10 µM. multiplex microsphere protease cleavage assay, LF. AID 588501. 360,000 compounds, 0.12% hits. P15917; also: plate controls were buffer without enzyme for full effect and enzyme alone for no effect
# An asterisk follows results filed as active; ? = inconclusive; . = no result given; & = joins results of further samples. Rule as the data show it, unless noted: active = inhibition above about 30%; inconclusive = no clear call, values can overlap the other calls; inactive = below that.
SMILES,BoNT-A LC inh2,PrPC TRFRET,PriA SSB inh,MazF activator,CCHFV vOTU inh,SARS 3CLpro inh,Rv3671c inh,BoNT F protease,DUSP3 inh,Anthrax LF inh2
Cc1ccc(N2C(=O)C3NN=C(C(=O)OCc4ccccc4)C3C2=O)cc1 (configuration not stated),0.7,6,-5,-4,18,4,1,0,-4,-3
Cc1csc2ncc(C(=O)NC(C)c3ccccc3)c(=O)n12 (configuration not stated),0.1,3,1,3,-48,-1,-3,5,7,3
c1ccc(CN2CCN(CCOCCOc3cccc4ccccc34)CC2)cc1,-0.1,-13,18,1,7,-1,-2,2,27,-2
Cc1nc(N)sc1-c1nnc(SCC(=O)Nc2ccccc2C(F)(F)F)n1C,-2.0,6,-3,4,1,-5,0,-4,47,-1
CCN(CC)C(=O)C1=C(C)N(Cc2ccc(F)cc2)C(=O)C(CC(=O)NC2CCCCC2)C1 (configuration not stated),-0.3,-5,.,8,23,.,.,-9,.,0
COc1cccc(N2C(=O)NC(=O)/C(=C/c3ccc4c(c3)Cc3ccccc3-4)C2=O)c1,0.0,1,-9,-18,-25,4,-8,-10,12,-5
COc1cccc(-n2nnnc2SCC(=O)Nc2cccc(C)n2)c1,0.4,-3,2,-4,-7,-5,-1,-4,17,2
O=C(N/N=C/c1cccnc1)c1cccc(S(=O)(=O)N2CCCC2)c1,0.2,3,.,-13,4,1,1,1,18,-2
CCOC(=O)c1sc2nc(C)cc(-c3ccccc3)c2c1N,3.2,2,-95,-8,15,2,-5,0,8,0
Cc1coc2c(C)c3oc(=O)c(CCC(=O)NCCN4CCOCC4)c(C)c3cc12,-1.3,4,-15,5,3,3,6,-17,24,-4
Cc1nc(N2CCN(c3ccccc3)CC2)[nH]c(=O)c1CCC(C)C,0.4,-5,-15,-2,1,3,3,0,18,-3
C#CCOCCOCCOCCNc1nc(N2CCN(C(=O)[C@H](C(C)C)n3cc(CCO)nn3)CC2)nc(N2CCN(C(=O)[C@H](CCCCN)n3cc(CCCC)nn3)CC2)n1,-0.5,1,-34,9,-6,1,-4,-10,-4,4
CCOc1ccc(/C=C/c2nc(C#N)c(NCCCN(C)C)o2)cc1,-0.2,-20,-13,20,-43,1,0,4,-4,-6
CCc1ccc(NC(=O)c2cnc3scc(C)n3c2=O)cc1,0.0,-8,-15,16,4,2,0,-10,11,-2
Nc1cccc2c1C(=O)N(C(=O)c1cccc(S(=O)(=O)N3CCCC3)c1)C2=O,1.0,-1,-14,1,-5,-4,4,?,-6,3
CCc1ccc(NC(=O)CSc2nnc(CNC(=O)c3ccco3)o2)cc1,-3.7,-1,2,1,9,-2,-12,-11,-17,0
CCOC(=O)/C=C/C(=O)OCC(=O)Nc1ccc(Cl)cn1,0.0,-3,0,-7,-1,-3,-1,1,-2,2
Cc1noc(C)c1C(=O)N1CCC1(C)C(=O)NS(=O)(=O)c1ccc(Cl)cc1 (configuration not stated),-0.3,-3,.,.,-7,.,.,4,.,1
Cc1ccc(O)c(NC(=O)COc2cc(C)ccc2C)c1,-0.6,8,2,3,12,-2,16,4,-25,1
CCOC(=O)c1cc2sc(C)cc2n1CC(=O)N1CCOCC1,1.3,7,-1,3,12,3,4,15,14,2
O=S(=O)(c1ccc(Cl)cc1)N1CCN=C1SCc1cccc(Cl)c1,0.1,12,101*,2,10,-8,-11,-4,-2,0
O=C(c1cccn2c(=O)c3ccc(Cl)cc3nc12)N1CCN(Cc2ccc3c(c2)OCO3)CC1,-0.7,-11,-3,7,-33,-4,-2,-9,10,-2
CN1C(=O)C(=Cc2cccnc2)C(=O)N(C)C1=O,-0.9,6,-10&-8,-4,-2,0,4,-4,20,0
O=c1[nH]c(=S)c2[nH]c(=S)n(-c3ccccc3)c2[nH]1,0.2,-1,-7,3,12,.,.,6,.,1
CCCCN(C)CCCNC(=O)Cn1c(=O)sc2ccccc21,-0.8,-3,-6,4,-1,5,-12,-17,19,5

# Profiles, quoted from the list. Order of screens: BoNT-A LC inh2, PrPC TRFRET, PriA SSB inh, MazF activator, CCHFV vOTU inh, SARS 3CLpro inh, Rv3671c inh, BoNT F protease, DUSP3 inh, Anthrax LF inh2
# Profile of CCOc1ccc(/C=C/c2nc(C#N)c(NCCCN(C)C)o2)cc1 = -0.2, -20, -13, 20, -43, 1, 0, 4, -4, -6
# Profile of COc1cccc(N2C(=O)NC(=O)/C(=C/c3ccc4c(c3)Cc3ccccc3-4)C2=O)c1 = 0.0, 1, -9, -18, -25, 4, -8, -10, 12, -5
# Profile of Cc1coc2c(C)c3oc(=O)c(CCC(=O)NCCN4CCOCC4)c(C)c3cc12 = -1.3, 4, -15, 5, 3, 3, 6, -17, 24, -4
# Profile of CCOC(=O)/C=C/C(=O)OCC(=O)Nc1ccc(Cl)cn1 = 0.0, -3, 0, -7, -1, -3, -1, 1, -2, 2

# (cont.)
SMILES,BoNT-A LC inh2,PrPC TRFRET,PriA SSB inh,MazF activator,CCHFV vOTU inh,SARS 3CLpro inh,Rv3671c inh,BoNT F protease,DUSP3 inh,Anthrax LF inh2
COc1ccc(/C=C/C(=O)NCCSCc2ccco2)cc1,-0.4,1,-8,7,4,5,5,2,2,0
O=C(CC1(CC(=O)N2CCOCC2)CCCC1)Nc1ccccc1,0.1,0,4,6,-7,.,6,0,.,-1
CCC1CCCCN1C(=O)C1CC(c2cc(Cl)c(OC)cc2OC)=NO1 (configuration not stated),-0.4,-9,3,-5,-11,2,-2,-6,-11,1
C/C(=N\NC(=O)c1cccc(N/N=C(\C)c2ccco2)c1)c1ccco1,0.0,-5,.,1,-9,7,.,2,20,0
Cc1ccc(NC(=O)COC(=O)CN2C(=O)c3ccccc3C2=O)cc1,1.7,1,-3,1,0,.,3,0,.,0
C=CCc1cccc2cc(C(=O)NC)c(=O)oc12,0.1,-5,-1,8,-2,-1,-1,?,18,1
O=C(Cc1cc(=O)[nH][nH]1)N/N=C/c1cccc2ccccc12,0.1,-7,.,3,7,1,-15,-3,2,-1
Cc1ccc(S(=O)(=O)N/N=C/c2c(F)cccc2Cl)cc1,-0.2,9,.,-2,19,1,-21,4,2,-1
Cc1cc(C)c2c(N=NN3CCOCC3)[nH]nc2n1,-0.2,1,-15,1,7,1,14,3,7,-2
O=S(=O)(c1ccccc1C(F)(F)F)N1CCOCC1,-0.1,-4,-8,6,5,-3,1,-1,-1,1
CC(NS(=O)(=O)c1cccc(Cl)c1F)[C@H](O)c1ccccc1 (some centres not stated),-0.5,-3,.,9,-1,.,.,-2,.,-7
O=C(NNC(=O)c1cccc(-n2cnnn2)c1)c1ccccc1,-1.0,-7,3,-12,-5,1,6,-5,4,-2
C=CC[C@H](CC(=O)NCCO)C(=O)N[C@H](COC(=O)[C@@H](CC=C)Cc1ccc(F)cc1)c1ccccc1,-0.3,0,-4,3,10,.,-2,2,.,-7
C=CCc1ccc(OCC(O)CN2CCN(Cc3ccccc3)CC2)c(OC)c1 (configuration not stated),-0.7,-4,5,-9,3,1,13,2,26,0
CCN(C(=O)Cc1nc(N)n[nH]1)C1(C(=O)Nc2ccccc2)CCCCC1,-1.3,2,12,11,-3,0,7,-4,23,-3
O=C(Nc1ccc(Cl)cc1)N(Cc1nc2ccccc2c(=O)[nH]1)Cc1cccs1,0.9,5,-11,8,6,2,-11,2,7,-5
CC(=O)c1cccc(NC(=O)NCCc2ccc(Cl)cc2)c1,-0.9,1,-9,4,-9,-4,-5,1,23,-1
CCOc1ccc(NC(=O)C(C)N2C(=O)c3ccccc3S2(=O)=O)cc1 (configuration not stated),-1.9,5,2,7,-5,.,-4,-5,.,1
CC(/C=C/c1ccco1)=N\NC(=O)c1cccnc1,-1.1,2,.,9,4,9,0,-8,4,-5
Cc1ccc(-c2csc3ncnc(Oc4ccc5c(C)cc(=O)oc5c4)c23)cc1,0.4,-8,-1,-26,-19,-1,-9,0,5,2
COc1ccc(N(C)S(=O)(=O)c2cccc(C(=O)OCC(=O)Nc3cc(C)ccc3OC)c2)cc1,0.2,3,.,-6,0,.,.,2,.,-8
O=C(O)CSCC(=O)Nc1ccc(C(=O)O)cc1,0.1,-2,-19,3,2,-2,-1,-13,13,1
CN(C)CCN(C(=O)/C=C/c1cccs1)c1nc2ccc(Br)cc2s1,-0.9,3,-2&-2,12,14,-3,-3,-1,-14,-2
CC1Cc2ccccc2N1S(=O)(=O)c1cnc(Cl)c(Cl)c1 (configuration not stated),-1.0,-6,-15,-7,-7,4,1,-1,36,-4
COc1ccc(C(NC(=O)CNC(C)=O)C(=O)Nc2ccc(C(C)C)cc2)cc1 (configuration not stated),0.2,-5,-8,8,-3,-4,4,2,13,1

# Four structures from above, arranged by length of the SMILES, smallest number first:
SMILES,BoNT-A LC inh2,PrPC TRFRET,PriA SSB inh,MazF activator,CCHFV vOTU inh,SARS 3CLpro inh,Rv3671c inh,BoNT F protease,DUSP3 inh,Anthrax LF inh2
Cc1cc(C)c2c(N=NN3CCOCC3)[nH]nc2n1,-0.2,1,-15,1,7,1,14,3,7,-2
O=C(NNC(=O)c1cccc(-n2cnnn2)c1)c1ccccc1,-1.0,-7,3,-12,-5,1,6,-5,4,-2
CN(C)CCN(C(=O)/C=C/c1cccs1)c1nc2ccc(Br)cc2s1,-0.9,3,-2&-2,12,14,-3,-3,-1,-14,-2
C=CC[C@H](CC(=O)NCCO)C(=O)N[C@H](COC(=O)[C@@H](CC=C)Cc1ccc(F)cc1)c1ccccc1,-0.3,0,-4,3,10,.,-2,2,.,-7

# Next part:
SMILES,BoNT-A LC inh2,PrPC TRFRET,PriA SSB inh,MazF activator,CCHFV vOTU inh,SARS 3CLpro inh,Rv3671c inh,BoNT F protease,DUSP3 inh,Anthrax LF inh2
CN(Cc1ccccc1)CC(O)COc1ccc(CNCCc2ccncc2)cc1 (configuration not stated),0.8,-8,-2,3,-7,2,11,-9,16,-12
FC(F)(F)c1ccccc1NC(=S)NC1CCN(Cc2ccccc2)CC1,-0.7,-6,-2,6,-5,0,-1,-1,22,-5
CCc1ccc(N2CC(C(=O)N/N=C/c3cc([N+](=O)[O-])ccc3O)CC2=O)cc1 (configuration not stated),-1.7,-6,.,0,-1,5,3,-7,9,-5
Cc1ccc2cc(/C=C(\C#N)C(N)=O)c(N3CCCCC3)nc2c1,4.3,12,1,3,0,2,0,-2,-8,0
Cc1c(NC(=O)COC(=O)Cc2ccc(Cl)cc2)c(=O)n(-c2ccccc2)n1C,-0.3,-4,-20,3,3,-3,2,-14,36,2
O=c1cc(CSc2nc(NCc3ccc(Cl)cc3)c3ccccc3n2)nc2ccc(Cl)cn12,0.3,-5,-9,-57,-9,.,.,-1,.,3
O=C(O)CCC(=O)OC1CC2CCC1C2 (configuration not stated),-1.7,9,-10,-1,8,-2,-4,6,4,-1
Cc1ccc(NC(=O)c2ccccn2)cc1S(=O)(=O)N1CCOCC1,-1.1,1,1,-9,-7,4,3,-4,9,-3
CCc1cc(C(=O)O)c(NC(=O)C(c2ccccc2)c2ccccc2)s1,0.0,5,0,-34,11,5,6,0,-12,0

# Some of the compounds tested (hit frequency here may not be typical).
